High-throughput results from PubChem BioAssay.
MLL CXXC-DNA inh: MLL CXXC-DNA interaction inhibition; AID 2662; MLL-CXXC / FITC-HOXA9 DNA fluorescence polarization; 290,000 compounds, 0.037% hits; Potency, µM (top dose mostly 115 µM), for the others: at the top dose activity change, negative = inhibition, hits mostly inhibitors; Q03164; active means well fitted inhibition curve with a large enough effect in the polarisation, with a control signal flat, not every such curve was filed as active; inconclusive means small, poorly fitted or top-dose-only effect, or effect the other way, or a change in a side signal; inactive means no such curve, though single readings can be large or run the other way; the % refers to the polarisation
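Steps: dispense CXXC domain solution (7 uM) → pin compounds or unlabeled HOX-A9 DNA control → 5 min ambient → add FLSN-HOX-A9 solution (50 nM) → spin → 30 min ambient → fluorescence polarization. Tris pH 7.5/NaCl/DTT/BSA buffer.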
FLuc modulator: inhibits or activates purified firefly luciferase, miR-21 counter-screen; P08659; purified FLuc, Km substrates, luminescence inhibition; Potency, µM (series often up to 57.5 µM), inactives show at the highest dose activity change, negative = inhibition, hits mostly inhibitors; 360,000 compounds, 6.9% hits; AID 588342;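 further: plate controls were vehicle for no effect and reference inhibitor for full effect; nearly all actives have a fitted effect of over 55% in size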
Target sequence (P08659 whole entry, looked up): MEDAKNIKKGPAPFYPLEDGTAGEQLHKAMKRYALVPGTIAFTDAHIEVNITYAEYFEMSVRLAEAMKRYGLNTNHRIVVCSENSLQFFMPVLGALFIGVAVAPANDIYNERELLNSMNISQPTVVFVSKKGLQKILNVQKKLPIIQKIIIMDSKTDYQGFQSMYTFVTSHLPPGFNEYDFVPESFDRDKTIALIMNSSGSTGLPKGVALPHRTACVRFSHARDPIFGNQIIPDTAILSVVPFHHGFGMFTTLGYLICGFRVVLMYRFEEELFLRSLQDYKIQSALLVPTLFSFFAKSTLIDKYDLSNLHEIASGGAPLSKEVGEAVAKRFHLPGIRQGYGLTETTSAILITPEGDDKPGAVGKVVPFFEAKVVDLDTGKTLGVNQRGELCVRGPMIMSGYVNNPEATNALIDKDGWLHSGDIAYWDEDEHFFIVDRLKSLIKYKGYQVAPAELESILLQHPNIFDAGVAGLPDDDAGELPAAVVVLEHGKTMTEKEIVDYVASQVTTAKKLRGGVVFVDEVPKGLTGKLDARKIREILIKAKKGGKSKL
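Biochemical qHTS of compounds, final roughly 60 µM downward over six points, against 10 nM purified firefly luciferase using Km concentrations of substrates (10 uM D-luciferin, 10 uM ATP) in Tris acetate pH 7.5 buffer; luminescence output.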
Rab9 promoter act: activates the Rab9 promoter; Potency, µM (doses to about 9.22 µM), without a hit: at the highest dose activation, negative = inhibition, actives largely listed as activators; 320,000 compounds, 2.8% hits; Huh7 Rab9 promoter-luciferase reporter, luminescence, 24 h; AID 485297; further: % of control where 0% means no effect; nearly all actives have a fitted effect of over 60% in size
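Luminescence from Amplite-detected luciferase (10 minutes, ambient) reports Rab9 promoter activation. Before that, stable Rab9-luciferase Huh7 cells (1500/well, reduced-serum OP-MEM I plus 10% FBS) were exposed to compound for 24 hours at 37C.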
NPC1 promoter act: NPC1 promoter activation | Huh7 NPC1 promoter luciferase reporter, 24 h | 320,000 compounds, 2.4% hits | Potency, µM (titrated, usually from 9.22 µM), for the others: at the highest dose activation, hits mostly activators;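 further: % of control where 0% means no effect; nearly all actives have a fitted effect of over 60% in size; reporter is driven by a mutant NPC1 promoter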
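Cells: Huh7 expressing luciferase under the NPC1 promoter, 1500/well. Seeded 2 h, compound added, incubated 24 h at 37 °C. Luciferase reagent, 10 min ambient, then luminescence.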
uPA generation: cell surface uPA generation inhibition; 330,000 compounds, 0.31% hits; cell surface uPA generation assay, qHTS; Potency, µM (top dose mostly 38.3 µM), without a hit: at the highest dose activity change, negative = inhibition, most hits filed as inhibitors; active means well fitted inhibition curve with a large enough effect; inconclusive means small, poorly fitted or top-dose-only effect; inactive means no such curve, though single readings can be large or run the other way; tested in mouse RAW 264.7 cells; further: on the % scale 0 is the no-effect control and ±100 the full control effect; nearly all actives have a fitted effect of over 55% in size
ELG1 genotoxic: genotoxicity induction in ELG1-luciferase HEK293T cells; 330,000 compounds, 1.3% hits; AID 504466; Potency, µM (highest dose often 46 µM), without a hit: at the highest dose activity change, positive = activation, usual class: activators; HEK293T ELG1-luciferase reporter, luminescence, 16 h; further: % of control where 0% means no effect; nearly all actives have a fitted effect of over 60% in size
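Genotoxicity was scored as increased ELG1-luciferase reporter signal, measured by ONE-Glo luminescence (30 min, room temperature). Compound or vehicle exposure of the HEK293T reporter cells lasted 16 hr at 37°C.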
MBNL1 CUG block: blocks human MBNL1 binding to CUG repeat RNA; Q9NR56; TR-FRET MBNL1-His/biotin-(CUG)12 binding, 665/545 ratio; Potency, µM (top dose mostly 57.5 µM), inactives show at the top dose activity change, negative = inhibition, most hits filed as inhibitors; AID 2675; 280,000 compounds, 0.036% hits; active means well fitted inhibition curve with a large enough effect in the signal ratio, with a control signal flat, not every such curve was filed as active; inconclusive means small, poorly fitted or top-dose-only effect, or effect the other way, or a change in a side signal; inactive means no such curve, though single readings can be large or run the other way; the % refers to the signal ratio; further: on the % scale 0 is the no-effect control and ±100 the full control effect
Target sequence (Q9NR56 whole entry, looked up): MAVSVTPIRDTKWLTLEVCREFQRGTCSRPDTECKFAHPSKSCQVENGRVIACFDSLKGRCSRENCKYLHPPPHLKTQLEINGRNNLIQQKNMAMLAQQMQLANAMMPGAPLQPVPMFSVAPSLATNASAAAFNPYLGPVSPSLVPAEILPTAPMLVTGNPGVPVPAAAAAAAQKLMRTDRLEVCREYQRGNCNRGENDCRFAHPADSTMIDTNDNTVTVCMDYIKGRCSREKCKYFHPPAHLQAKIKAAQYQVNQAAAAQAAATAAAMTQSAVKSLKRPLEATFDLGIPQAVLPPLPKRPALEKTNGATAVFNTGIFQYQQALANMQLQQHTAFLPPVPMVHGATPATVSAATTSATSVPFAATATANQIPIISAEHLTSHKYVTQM
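TR-FRET between His-tagged MBNL1 and biotin-(CUG)12 RNA, detected with Tb anti-His antibody (0.055 ng/ul) and streptavidin-XL665 (5 nM), 60 min at room temperature. Compounds titrated 92 nM to 58 uM; 665/545 nm ratio normalized to buffer and complex controls.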
p53 reactivation: re-activators of mutant p53; 320,000 compounds, 0.063% hits; Potency, µM (top dose mostly 92.2 µM), for the others: at the highest dose activity change, positive = activation, most hits filed as activators; H1299 p53-A138V BP100-luciferase reporter, luminescence, 24 h; further: % of control where 0% means no effect; nearly all actives have a fitted effect of over 45% in size
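p53-null H1299 cells stably carrying temperature-sensitive p53-A138V and a BP100-luciferase reporter were pinned with compounds (4-point, 1:5 series) and held 24 hrs at 37 deg C. Luminescence was read 10 min after detection reagent.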
BRCA1 expr act: activators of BRCA1 expression; Potency, µM (series often up to 46.1 µM), inactives show at the highest dose activation, most hits filed as activators; 380,000 compounds, 1.1% hits; MCF7-BRCA1-FFLuc reporter, luminescence, 48 h; response scale: scaled: vehicle 0%, 10 µM genistein 100%; further: nearly all actives have a fitted effect of over 80% in size; some results filed as inactive show a strong effect at the top dose
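Using MCF7 cells harboring a BRCA1 firefly luciferase reporter, plated 2 h before compound pinning, the screen measured luminescence after 48 h incubation. Responses were normalized to DMSO and 10 microM genistein, then fitted for concentration-effect.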
RORgamma inh: blocks mouse ROR gamma transcriptional activity. Potency, µM (highest dose often 53.6 µM), without a hit: top-dose activity change, negative = inhibition, actives largely listed as inhibitors. AID 2551. 310,000 compounds, 5.4% hits. Drosophila S2 Gal4-RORgamma UAS-luciferase reporter, 20 h. P51450; further: on the % scale 0 is the no-effect control and ±100 the full control effect; nearly all actives have a fitted effect of over 60% in size
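Luciferase reporter read in Schneider cells carrying Gal4-RORγ (mouse) and UAS-Photinus luciferase; cells given compound 1 h before 700 uM copper sulfate induction, then incubated 20 h at ambient temperature.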
VP16 counter: inhibits Gal4-VP16 luciferase reporter, ROR gamma counter-screen | Drosophila S2 Gal4-VP16 UAS-luciferase, luminescence, 20 h | Potency, µM (top dose mostly 53.6 µM), for the others: at the highest dose activity, negative = inhibition, most hits filed as inhibitors | 310,000 compounds, 3.5% hits | AID 2546;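 further: Gal4-VP16 expression switched on by copper sulfate through the metallothionein promoter; on the % scale 0 is the no-effect control and ±100 the full control effect; nearly all actives have a fitted effect of over 50% in size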
* marks the source's active call; other numbers are inactive results; ? = inconclusive; / = no result given; [ ] = another dose, or the depositor's remark. Unless noted, the call rests on the fitted dose curve; in most records, active means well fitted curve in the direction sought with a large enough effect; inconclusive means small, poorly fitted or top-dose-only effect, or another doubt; inactive means no such curve, though single readings can be large; an effect the other way counts as inactive or inconclusive. Potency means the concentration at half of the fitted maximal effect. An excerpt (hit frequency here may not be typical).

SMILES	MLL CXXC-DNA inh	FLuc modulator	Rab9 promoter act	NPC1 promoter act	uPA generation	ELG1 genotoxic	MBNL1 CUG block	p53 reactivation	BRCA1 expr act	RORgamma inh	VP16 counter
Cc1cc(C(F)(F)F)nn1-c1nc(-c2ccco2)cc(C(F)(F)F)n1	-6%	0%	1%	-3%	/	0%	1%	12%	-3%	25%	4%
COc1cc(/C=N/Nc2ccc(F)cc2F)cc(OC)c1O	-2%	17µM*	2%	2%	9%	10%	20%	4%	-62%	-18%	?
O=c1c2oc3ccccc3c2ncn1Cc1cccc(Cl)c1	-2%	4%	5%	-8%	3%	17%	2%	0%	1%	-1%	-4%
CC12CCC(C(=O)Nc3ccccc3)(C/C1=N\O)C2(C)C (stereo not given)	3%	-2%	1%	-2%	-2%	2%	-6%	2%	1%	-27%	-2%
O=C(O)[C@@H]1C[C@H](C(=O)O)N1	14%	/	1%[46.1 µM]	7%[46.1 µM]	/	/	/	/	/	19%	-2%
CCn1c(=O)n(CC)c2cc(S(=O)(=O)N3CCCCC3)c(C)cc21	-5%	0%	5%	-2%	/	?	3%	-4%	-61%	-3%	0%
CCCc1nnc(NC(=O)CCC(=O)NC2CC2)s1	0%	0%	1%	0%	-5%	0%	-2%	2%	5%	-16%	0%
CC(C)OCCCNC1=C(Cl)C(=O)c2ccccc2C1=O	-11%	13µM*	13%	14%	-6%	4%	?	7%	?	-43%	?
Cc1nn(-c2ccccc2)c(Cl)c1C(=O)NCCCCNC(=O)c1c(C)nn(-c2ccccc2)c1Cl	4%	?	-1%	0%	5%	-10%	3%	9%	-3%	42%	2%
CC1CCCCN1C(=S)NC(=O)c1ccco1 (stereo not given)	/	-3%	-2%	-1%	4%	3%	/	9%	-9%	/	/
O=c1[nH]c2c(c(=O)n1Cc1ccccc1)CCC2	0%	-1%	0%	0%	1%	0%	-3%	6%	1%	17%	-1%
COc1cccc(-c2ccc(NC(=O)C3CCCN(CCCn4cccn4)C3)cc2)c1 (stereo not given)	2%	3%	14%	8%	-3%	0%	-2%	10%	73%	?	?
CC(C)(C)c1nc(NC(=O)Nc2ccccc2)sc1Br	7%	19µM*	?	28%	?	-5%	-6%	26%	-64%[inhibitor]	-30%	?
O=C(COC(=O)c1ccc(O)cc1)Nc1cccc(S(=O)(=O)NC2=NCCC2)c1	/	-12%	-1%	0%	10%	-3%	/	9%	-36%	/	/
Cc1onc(-c2ccccc2Cl)c1C(=O)Nc1ccc(Cl)cn1	7%	-5%	2%	-2%	2%	-3%	/	4%	-8%	2%	4%
Cc1ccc(NCC(=O)Nc2c(C)n(C)n(-c3ccccc3)c2=O)cc1S(=O)(=O)N(C)C	-2%	6%	2%	-3%	-5%	-12%	-16%	1%	8%	1%	-6%
CCOC(=O)C1CCCN(C2CC(=O)N(c3cccc(C(F)(F)F)c3)C2=O)C1 (stereo not given)	7%	-1%	0%	0%	-3%	-1%	-12%	4%	-3%	?	?
O=C(COC(=O)C1CCCCC1)NCCc1ccccc1	-5%	17µM*	-2%	1%	0%	0%	-16%	-7%	13%	-8%	-7%
COc1ccc(-c2nc(CS(=O)CC(=O)NCc3ccc(Cl)cc3)c(C)o2)cc1 (stereo not given)	-11%	-2%	3%	-4%	-11%	0%	6%	2%	-27%	8.9µM*	7%
CC1(C)CC(=O)C=C(C(=O)NC2CCCc3c2cnn3-c2cc(F)cc(F)c2)O1 (stereo not given)	5%	-7%	2%	2%	5%	3%	8%	14%	7%	4%	-6%
Cc1ccc(CNC(=O)CSc2c3c(nc4cc(Cl)ccc24)CCCC3)o1	?	-14%	-2%	-2%	-6%	-5%	23%	-20%	-41%	3%	1%
Cc1ccc(S(=O)(=O)Nc2nc3ccccc3nc2NCc2ccco2)cc1C	6%	1%	-3%	1%	4%	-11%	14%	11%	-36%	36%	-1%
Fc1ccccc1N1CCN(Cc2cnc(Cl)s2)CC1	-4%	2%	-6%	-3%	-2%	-4%	-1%	-5%	15%	30%	-6%
CC(C)C1CC(C(F)(F)F)n2nc(C(=O)O)cc2N1 (stereo not given)	2%	0%	-4%	-4%	-2%	2%	6%	11%	-3%	8%	5%
CC(C)[C@H](NC(=O)c1ccc(Cl)c([N+](=O)[O-])c1)C(=O)NCc1ccc(F)cc1	-6%	7%	-1%	-4%	-1%	1%	9%	0%	-1%	?	-7%
CCCc1cc2c(cc1NC(=O)c1ccco1)OCO2	1%	-1%	-6%	-1%	-1%	-3%	0%	-3%	-1%	3%	0%
COc1ccc(/C=C2/N=C(SC)NC2=O)cc1OC	-1%	?	3%	0%	-8%	11%	/	-3%	55%	37%	-6%
Cc1cc(C(=O)N/N=C/c2ccc([N+](=O)[O-])s2)n[nH]1	14%	-2%	-14%	4%	-19%	-9%	/	6%	-82%	-40%	?
O=C(O)c1ccc(N2C(=O)CC(Cc3ccccc3)C2=O)cc1 (stereo not given)	-6%	-1%	-4%	2%	-5%	1%	-3%	-1%	-2%	17%	1%
Cc1cc(C)c(C(=O)COC(=O)C2CC3CCCC(C2)C3=O)c(C)c1 (stereo not given)	/	0%	0%	2%	5%	0%	/	-3%	-3%	/	/
CN(CC(=O)N1CCCCCC1)S(=O)(=O)c1ccc(Br)cc1	-3%	-1%	3%	-2%	10%	-2%	-8%	2%	0%	2%	5%
COc1ccc(C)cc1NC(=O)COC(=O)c1ccc2ccccc2n1	/	2%	2%	-1%	-9%	1%	/	1%	-2%	/	/
COc1ccc(CC(=O)OCC(=O)Nc2ncc(Cl)c(C)c2Cl)cc1	/	-5%	-3%	0%	14%	2%	/	6%	-10%	/	/
CC1(OC(=O)C2CCCC2)C(=O)C=C2C=C(c3ccsc3)N(CC3CC3)C=C2C1=O (stereo not given)	2%	1%	-2%	1%	16%	-2%	19%	-5%	-7%	24%	3%
CCn1c(COc2ccccc2C)nnc1SCC(=O)O	4%	0%	-1%	0%	3%	3%	0%	-4%	16%	-1%	-10%
Cc1cc(Cl)ccc1OCC(=O)Nc1ccccc1C(=O)N1CCOCC1	-6%	0%	-4%	-3%	0%	-7%	-2%	-6%	8%	0%	-2%
Cn1nnnc1SCC(=O)NCc1ccco1	-1%	4%	-2%	-1%	0%	5%	2%	-14%	-14%	-9%	0%
NC(=O)c1nc(-c2cccs2)nc2c1[nH]c(=O)n2-c1ccc(F)cc1	31%[activator]	0%	-8%	-4%	18%	?	1%	-4%	-13%	-14%	13%
Cc1noc(C)c1CSCC(=O)Nc1nc2ccccc2s1	3%	-20%	-2%	1%	1%	-5%	-3%	-4%	-3%	-8%	-1%
CCC(=O)Nc1nnc(-c2ccncc2)s1	6%	1%	19%	2%	/	2%	-1%	-6%	0%	-11%	-1%
CCOC(=O)c1cc(C)sc1/N=C/C1=C(O)CCCC1=O	9%	1%	1%	2%	-1%	-1%	8%	9%	3%	-4%	-3%
CCn1c(=O)[nH]c2cc(Cl)c(Cl)cc21	0%	-2%	-11%[46.1 µM]	-1%[46.1 µM]	19%	?	/	-9%	1%	-41%	3%

Three of the entries above in order of the Rab9 promoter act value, rising:
canonical_smiles | Rab9 promoter act
Cc1cc(C(=O)N/N=C/c2ccc([N+](=O)[O-])s2)n[nH]1 | -14%
CCOC(=O)c1cc(C)sc1/N=C/C1=C(O)CCCC1=O | 1%
CC(C)OCCCNC1=C(Cl)C(=O)c2ccccc2C1=O | 13%

A second format for 4 compounds above:
Screens in order – MLL CXXC-DNA inh, FLuc modulator, Rab9 promoter act, NPC1 promoter act, uPA generation, ELG1 genotoxic, MBNL1 CUG block, p53 reactivation, BRCA1 expr act, RORgamma inh, VP16 counter
Cn1nnnc1SCC(=O)NCc1ccco1
 : -1%, 4%, -2%, -1%, 0%, 5%, 2%, -14%, -14%, -9%, 0%
CCn1c(=O)[nH]c2cc(Cl)c(Cl)cc21
 : 0%, -2%, -11%[46.1 µM], -1%[46.1 µM], 19%, ?, /, -9%, 1%, -41%, 3%
CCC(=O)Nc1nnc(-c2ccncc2)s1
 : 6%, 1%, 19%, 2%, /, 2%, -1%, -6%, 0%, -11%, -1%
CCOC(=O)c1cc(C)sc1/N=C/C1=C(O)CCCC1=O
 : 9%, 1%, 1%, 2%, -1%, -1%, 8%, 9%, 3%, -4%, -3%
